# Tb PYK inh: qHTS of Trypanosoma Brucei Inhibitors; TbPYK enzyme, Kinase-Glo Plus ATP luminescence, 45 min; Potency, µM (top dose mostly 76.8 µM), for inactives: at the highest dose activity, negative = inhibition, usual class: inhibitors; 0.12% of 410,000 active; AID 624173, 2012; note: potency is the fitted concentration of half-maximal effect; % is set by controls: 0 for no effect and ±100 for the full control effect; nearly all actives have a fitted effect of over 50% in size
#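 Luminescent Kinase-Glo Plus end-point after 45 min room-temperature reaction of T. brucei pyruvate kinase started with 130 uM ADP (final). Buffer TEA 50 mM pH 7.2 with KCl, MgCl2, BSA, Tween-20; titration-based qHTS with fitted concentration-effect curves.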
# Shiga toxin inh: A qHTS for Small Molecule Inhibitors of Shiga Toxin; Vero cells, Shiga toxin protein synthesis inhibition reporter; inhibition, % at 38.7 µM; 9.2% of 290,000 active; in the data active = inhibition mostly above about 28%, no sharp cut-off; inactive = mostly below about 43%; note: 0% is about no effect
# Pf growth 96h: Primary qHTS for delayed death inhibitors of the malarial parasite plastid, 96 hour incubation | P. falciparum luciferase reporter growth, 96 h | Potency, µM (highest dose often 28.7 µM), for the others: at the top dose activity change, negative = inhibition, actives largely listed as inhibitors | 6.9% of 320,000 active | AID 504834, 2011; note: potency is the fitted concentration of half-maximal effect; % is set by controls: 0 for no effect and ±100 for the full control effect
#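 Luminescence readout: decreased luciferase signal marks inhibited growth of reporter-expressing P. falciparum in infected red cells (2% hematocrit, 0.05% parasitemia final), exposed to compound two generations (96 h, 37 C, 5% CO2).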
# CHX counter: Cycloheximide Counterscreen for Small Molecule Inhibitors of Shiga Toxin; cell reporter, cycloheximide protein synthesis inhibition counterscreen; max response, %; 12% of 300,000 active; in the data active = max response mostly above about 13%, no sharp cut-off; inactive = mostly below about 14%; note: read at 38.3 µM for the half of the compounds with a filed dose; 0% is about no effect
# LmPK inh: qHTS Assay for Inhibitors of Leishmania Mexicana Pyruvate Kinase (LmPK); Q27686; purified LmPK, Kinase-Glo ATP luminescence, 1 h; Potency, µM (series often up to 57.5 µM), without a hit: at the highest dose activity change, negative = inhibition, most hits filed as inhibitors; 0.37% of 290,000 active; note: potency is the fitted concentration of half-maximal effect; % is set by controls: 0 for no effect and ±100 for the full control effect
# Target sequence (Q27686 whole entry, looked up): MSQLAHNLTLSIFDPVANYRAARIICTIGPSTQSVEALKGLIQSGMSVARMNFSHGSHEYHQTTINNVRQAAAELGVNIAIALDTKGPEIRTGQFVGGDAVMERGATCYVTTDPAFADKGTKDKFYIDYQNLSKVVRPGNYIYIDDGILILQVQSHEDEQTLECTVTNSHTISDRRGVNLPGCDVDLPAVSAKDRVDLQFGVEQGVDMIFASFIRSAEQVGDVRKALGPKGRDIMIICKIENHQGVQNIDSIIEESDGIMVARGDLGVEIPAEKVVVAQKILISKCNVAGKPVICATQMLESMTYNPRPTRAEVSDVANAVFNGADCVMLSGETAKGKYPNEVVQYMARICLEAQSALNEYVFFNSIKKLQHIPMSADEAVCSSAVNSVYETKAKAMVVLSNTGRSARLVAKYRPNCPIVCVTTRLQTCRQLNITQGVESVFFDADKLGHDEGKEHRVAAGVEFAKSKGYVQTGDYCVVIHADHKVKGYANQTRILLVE
#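 In 50 mM imidazole pH 7.2 with 7 mM MgCl2, LmPK (0.1 nM) turned over PEP (0.5 mM) and ADP (0.1 mM) for 1 h at room temperature. Luciferase read-out of ATP.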
# HCV inh: qHTS Assay for Inhibitors of Hepatitis C Virus (HCV). AID 651820, 2012. 3.4% of 340,000 active. Potency, µM (titrated, usually from 41.8 µM), for the others: at the top dose activity change, negative = inhibition, most hits filed as inhibitors. Huh7.5.1 HCVcc-Cre infection, luciferase reporter, 44 h; note: potency is the fitted concentration of half-maximal effect; % is set by controls: 0 for no effect and ±100 for the full control effect
#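 Infectious HCVcc-Cre (~0.5 moi) was added to cells just after compound, with cells seeded 4 h earlier at 1,000 per well. Luciferase activity after 44 h culture reported infection; substrate was incubated 15 min at room temperature before reading.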
# Pf growth 48h: Primary qHTS for delayed death inhibitors of the malarial parasite plastid, 48 hour incubation; P. falciparum luciferase growth in erythrocytes, 48 h; Potency, µM (series often up to 28.7 µM), for inactives: top-dose activity change, negative = inhibition, hits mostly inhibitors; 5.9% of 310,000 active; AID 504832, 2011; note: potency is the fitted concentration of half-maximal effect; % is set by controls: 0 for no effect and ±100 for the full control effect
#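 In quantitative HTS format, infected erythrocytes bearing luciferase-reporter parasites were treated for a single generation at 37 C. Luminescence after adding detection reagent served as the growth measure.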
# * marks the source's active call; other numbers are inactive results; u = inconclusive; x = no result given; [ ] = dose if it differs, or a comment. Unless noted, calls come from the whole dose curve; as a rule, active = well fitted curve in the direction sought with a large enough effect; inconclusive = small, poorly fitted or top-dose-only effect, or another doubt; inactive = no such curve, though single readings can be large; an effect the other way counts as inactive or inconclusive. Not a hit list; overall some 24% were active at least once.
No.	smiles	Tb PYK inh	Shiga toxin inh	Pf growth 96h	CHX counter	LmPK inh	HCV inh	Pf growth 48h
1	O=C(Nc1ccc2ccccc2c1)C(=O)C1C(=O)Nc2ccccc21 (stereo unspecified)	x	66.3*	95.1%[activator]	31.6*	-1.8%	x	47.6%[activator]
2	COc1ccc(CN(C(=O)c2cc(=O)c3ccccc3o2)C2CCS(=O)(=O)C2)cc1 (stereo unspecified)	0.0%	-3.0	u	-1.4	-0.7%	18.5%	-14.9%
3	COc1ccc(/C=N/Nc2ccccc2)cc1Cn1nc(C)c([N+](=O)[O-])c1C	-0.4%	-8.7	u	2.6	-0.1%	-23.3%	x
4	CCN(CC)CCN(C(=O)c1ccc2c(c1)OCCO2)c1nc2cc(C)cc(C)c2s1	-6.0%	-11.0	u	-1.9	-1.4%	u	u
5	CC(Oc1ccc(Br)cc1)C(=O)N(C)CC(=O)Nc1ccc(N2CCOCC2)cc1 (stereo unspecified)	1.9%	x	-4.8%	x	x	8.5%[8.37 µM]	1.1%
6	Cc1ccccc1C(=O)NNC(=O)CSc1nc2ccccc2c(=O)[nH]1	-0.5%	14.5	57.3%[activator]	1.5	-4.0%	-1.6%	36.1%[activator]
7	CCCCn1c(=N)n(CC(O)COc2ccccc2)c2ccccc21 (stereo unspecified)	-5.4%	-7.1	u	-4.7	4.5%	u	5.22µM*
8	O=C(O)COc1ccccc1/C=N/NC(=O)CSc1nc2ccccc2n1Cc1ccc(Cl)cc1	2.4%	12.3	u	6.2	4.3%	5.1%	14.7µM*
9	CN(C(=O)c1ccccc1-c1ccccc1C(=O)O)c1ccccc1	1.8%	-1.7	u	-4.5	-2.6%	16.5%	-2.1%
10	COC(=O)c1c(C)n(-c2ccc(C)cc2)c2ccc(O)cc12	-11.4%	-16.4	4.15µM*	-6.3	5.8%	u	x
11	COc1cccc(-c2nnc3n2N=C(C(C)(C)C)CS3)c1	-9.0%	-20.6	13.1µM*	-2.5	1.6%	11.2µM*	u
12	O=C1NC(=O)C(=Cc2ccsc2)C(=O)N1	u	17.9	58.5%[activator]	8.1	-0.5%	2.2%	33.5%[activator]
13	O=C1C(SCCO)=C(SCCO)C(=O)c2ccccc21	3.98µM*	x	u	x	x	10µM*	u
14	Cc1ccc(C(NC(=O)N2CCOCC2)C(Cl)(Cl)Cl)cc1F (stereo unspecified)	-13.3%	24.7	u	-0.7	-7.3%	-25.7%	u
15	CC(C)Cn1c(N)c(C(=O)CSc2nncs2)c(=O)n(C)c1=O	-7.7%	x	u	x	x	-9.3%	u
16	CCN1CCN(c2ccc(S(=O)(=O)N3CCCCC3)cc2NC(=O)c2sccc2C)CC1	-7.6%	x	u	x	x	-23.3%	u
17	COc1c2ccoc2nc2c(OC)c(O)ccc12	2.8%	-5.3	-1.1%	-3.6	1.7%	5.1%	u
18	CCOC(=O)Cc1csc(NS(=O)(=O)c2ccccc2)n1	3.8%	-5.5	-11.4%	-1.5	-5.6%	7.8%	45.1%[activator]
19	CC(=O)Nc1ccc(NS(=O)(=O)c2cc(-c3n[nH]c(=O)c4ccccc34)ccc2C)cc1	1.5%	54.9	-10.3%	0.6	-2.7%	15.5%	u
20	CC(NC(=O)c1ccccc1)C(=O)OCC(=O)N1c2ccccc2Sc2ccccc21 (stereo unspecified)	-2.2%	-4.3	23.8%	-4.5	-1.3%	6.6%	13.6%

# In a second layout: results already given
12: O=C1NC(=O)C(=Cc2ccsc2)C(=O)N1
  Tb PYK inh = u
  Shiga toxin inh = 17.9
  Pf growth 96h = 58.5%[activator]
  CHX counter = 8.1
  LmPK inh = -0.5%
  HCV inh = 2.2%
  Pf growth 48h = 33.5%[activator]
13: O=C1C(SCCO)=C(SCCO)C(=O)c2ccccc21
  Tb PYK inh = 3.98µM*
  Shiga toxin inh = x
  Pf growth 96h = u
  CHX counter = x
  LmPK inh = x
  HCV inh = 10µM*
  Pf growth 48h = u
14: Cc1ccc(C(NC(=O)N2CCOCC2)C(Cl)(Cl)Cl)cc1F (stereo unspecified)
  Tb PYK inh = -13.3%
  Shiga toxin inh = 24.7
  Pf growth 96h = u
  CHX counter = -0.7
  LmPK inh = -7.3%
  HCV inh = -25.7%
  Pf growth 48h = u
15: CC(C)Cn1c(N)c(C(=O)CSc2nncs2)c(=O)n(C)c1=O
  Tb PYK inh = -7.7%
  Shiga toxin inh = x
  Pf growth 96h = u
  CHX counter = x
  LmPK inh = x
  HCV inh = -9.3%
  Pf growth 48h = u

# Going on with the list.
No.	smiles	Tb PYK inh	Shiga toxin inh	Pf growth 96h	CHX counter	LmPK inh	HCV inh	Pf growth 48h
21	O=C(O)c1cccc(N/N=C(\N=Nc2ccccc2)c2ccccc2)c1	-5.7%	x	u	x	x	18.4%	u
22	COCCCNCCOc1ccc(C(C)(C)c2ccccc2)cc1	26.0%	-11.3	u	-7.6	-1.0%	10µM*	-25.4%
23	CCOc1cc(CNS(=O)(=O)c2cn(C)cn2)cc(OCC)c1OCC	7.7%	-9.3	u	1.8	-3.0%	-7.3%	10.6%
24	Cc1ccc(/C=C/C(=O)NC(=S)Nc2ccccc2C(=O)NC2CCCCC2)cc1	2.3%	-5.8	u	-0.9	-0.2%	-20.2%	u
25	O=C(CSCc1ccccc1Cl)Nc1c[nH]c(=O)[nH]c1=O	0.4%	24.1	6.8%	3.3	0.8%	10.2%	22.0%
26	CCN(C(=O)c1c(OC)cccc1OC)c1nnc(-c2cccnc2)s1	2.3%	-2.1	-15.9%	-2.1	-0.1%	-5.7%	u
27	C[C@@H](C(=O)OCn1nnc2ccccc2c1=O)N1C(=O)C2CCCCC2C1=O (stereo partly specified)	0.8%	-5.4	12.1%	3.5	-1.0%	u	8.2%
28	CCCCCSc1cc(O)c(C(CNC)C(C)C)cc1OC (stereo unspecified)	-0.4%	-1.9	0.465µM*	-5.0	-0.7%	u	0.415µM*
29	Nc1ccc(-c2nc3ccc(N)cc3s2)cc1	-9.1%	29.7	300.1%[activator]	13.7*	14.1µM*	u	52.3%[activator]
30	CCN(CC)C(=O)Nc1cnc2ccccc2c1	-10.8%	48.4	2.33µM*	17.8*	-1.0%	8.9%	50.1%[activator]
31	N[C@@H]1C(O)OC(CO)C(O)C1O (stereo partly specified)	0.8%	x	-14.4%	x	x	x	11.8%
32	COCCN(C(=O)C1CCN(C(=O)c2ccccc2C)CC1)c1c(N)n(CC(C)C)c(=O)[nH]c1=O	-21.2%	x	-12.0%	x	x	35.8%[activator]	8.2%
33	CC(=O)NCCC(=O)N1CCc2c([nH]c3ccccc23)C1c1cccc(C)c1 (stereo unspecified)	-6.5%	38.3	u	18.7*	0.3%	3.8%	71.5%[activator]
34	COC(=O)c1ccc(-c2ccc(F)cc2)nc1C	-8.9%	72.7*	98.2%[activator]	112.3*	-12.6%	9.9%	218.4%[activator]
35	COc1ccc(C(=O)C(c2ccccc2)N2CCOCC2)cc1 (stereo unspecified)	13.3%	-6.7	u	4.0	-1.7%	15.4%	u
36	Cc1ccc(NC(=O)C2=C(O)c3ccccc3N(C)S2(=O)=O)cc1	-0.4%	44.0	1.2%	33.5*	-6.3%	9.5%	-10.4%
37	Cc1cc(C)n(-c2nnc3c4ccccc4n(C)c3n2)n1	-7.5%	112.8*	47.2%[activator]	44.0*	-19.6%	-20.3%	87.9%[activator]
38	CNc1ccc(Br)cc(C(=O)/C=C/c2ccc(OC)cc2OC)c1=O	-18.0%	79.6*	u	64.9*	1.1%	-27.8%	u
39	Cc1ccc(-n2c(O)c(/C=C3/C(c4ccccc4)=Nc4ccccc43)c(=O)[nH]c2=O)cc1	-15.9%	63.1*	7.38µM*	28.8*	-3.8%	u	8.28µM*
40	C[C@H]1CS(=O)(=O)CCN1/N=C\c1ccc([N+](=O)[O-])o1	5.3%[33.2 µM]	x	u	x	x	x	u
41	S=C(NCc1ccccn1)Nc1ccc(Cl)c(Cl)c1	5.5%	15.8	u	27.9	4.0%	-4.7%	u
42	Cn1c(=O)c2c(ncn2CC(=O)N/N=C/c2ccco2)n(C)c1=O	-3.3%	17.2	22.5%	-2.4	-2.3%	u	-1.1%
43	CCCCn1c(=O)n(CC(=O)Nc2c(CC)cccc2CC)c(=O)c2c1nc(CO)n2CCC	1.1%	-10.2	u	-5.0	4.5%	5.0%	15.6%
44	COc1ccccc1-c1ccc(SCC(=O)NC2CCCCC2)nn1	-13.8%	-3.6	-13.0%	-1.8	3.6%	x	u
45	CN(CC(=O)NCc1ccc(Cl)cc1)S(=O)(=O)c1cccc2nsnc12	-6.2%	-5.7	u	-0.5	1.2%	-17.3%	19.7%
46	COc1ccc(C(=O)Nc2ccnn2C2CCN(Cc3ccncc3)CC2)cc1	4.4%	-4.6	u	7.9	3.6%	2.8%	24.7%
47	CC1(C)CC(=O)c2c(O)cc(OCC(=O)NCCc3ccc(S(N)(=O)=O)cc3)cc2O1	-1.7%	11.1	42.9%[activator]	-0.8	1.0%	u	u
48	COc1ccc(NC(=S)N/N=C2\CC(C)(C)Oc3ccc(O)cc32)cc1	-12.7%	-3.0	-1.5%	0.4	-0.2%	u	u
49	CC1(C)NC(=O)N(CCCCOc2ccc3ccccc3c2Cl)C1=O	3.4%	88.4*	u	54.4*	2.3%	u	x
50	O=C1[C@@H]2CSCN2C(=O)CN1Cc1c(F)cccc1Cl	-3.8%	-3.7	18.0%	-2.6	2.5%	12.0%	2.0%
51	CCOC(=O)CSc1nc2ccccc2c(=O)n1C1CCCC1	3.8%	-13.0	57.3%[activator]	-2.3	6.5%	-4.6%	u
52	Cc1cccc(NC(=O)c2ccc(S(=O)(=O)C(F)F)cc2)c1C	-2.0%	23.5	0.0%	16.1*	1.5%	6.4%	36.6%[activator]
53	CCOC(=O)CC(NS(=O)(=O)c1ccc2[nH]c(=O)sc2c1)c1ccc(C)cc1 (stereo unspecified)	-8.4%	-4.3	19.0%	-2.5	-6.4%	-16.8%	8.8%
54	CCOc1ccc(S(=O)(=O)N(C)CCO)cc1-c1nc2c(C(C)(C)C)nn(C)c2c(=O)[nH]1	-4.7%	-4.0	-7.6%	-7.0	-3.1%	u	11.7µM*
55	COc1cccc(NC(=O)CSc2ccc(-c3ccco3)nn2)c1	-19.3%	14.9	-25.9%	-2.7	8.0%	u	-3.6%
56	COC(=O)[C@H](C)NC(=O)Nc1ccc(OC(F)(F)F)cc1	-6.0%	15.8	8.3%	-1.7	0.9%	8.3%	u
57	CC(=O)Nc1ccc(C(O)(C(F)(F)F)C(F)(F)F)cc1	-16.1%	12.0	-22.9%	17.5	-8.9%	4.4%	15.6%
58	COc1ccc2[nH]cc(CCNS(=O)(=O)c3ccc(C)cc3)c2c1	-22.7%	7.5	0.9%	-1.1	0.4%	3.9%	9.4%
59	COC(=O)CSC1=C(C#N)C(c2ccc(F)cc2)CC(=O)N1 (stereo unspecified)	-5.9%	-8.8	-8.5%	1.6	-5.0%	-16.8%	x

# From PubChem BioAssay
